From PubChem
NPSR antagonist = antagonists of human neuropeptide S receptor cAMP signaling. CHO-NPSR cells, cAMP TR-FRET, antagonist mode. Potency, µM (top dose mostly 38.3 µM), for the others: top-dose activity change, negative = inhibition, most hits filed as inhibitors. 1% of 220,000 active; also: potency is read from the fitted curve at half-maximal effect; % is scaled to controls: 0 for no effect and ±100 for the full control effect; nearly all actives have a fitted effect of over 50% in size; many of its hits are not listed in these tables
L3MBTL1 inh = L3MBTL1 (human) inhibition. Potency, µM (top dose mostly 57.1 µM), inactives show at the highest dose activity, negative = inhibition, hits mostly inhibitors. 0.66% of 230,000 active. Q9Y468. AlphaScreen L3MBTL1–H3K9me1 peptide binding; also: potency is read from the fitted curve at half-maximal effect; % is scaled to controls: 0 for no effect and ±100 for the full control effect; nearly all actives have a fitted effect of over 60% in size
Target sequence (Q9Y468 whole entry, looked up): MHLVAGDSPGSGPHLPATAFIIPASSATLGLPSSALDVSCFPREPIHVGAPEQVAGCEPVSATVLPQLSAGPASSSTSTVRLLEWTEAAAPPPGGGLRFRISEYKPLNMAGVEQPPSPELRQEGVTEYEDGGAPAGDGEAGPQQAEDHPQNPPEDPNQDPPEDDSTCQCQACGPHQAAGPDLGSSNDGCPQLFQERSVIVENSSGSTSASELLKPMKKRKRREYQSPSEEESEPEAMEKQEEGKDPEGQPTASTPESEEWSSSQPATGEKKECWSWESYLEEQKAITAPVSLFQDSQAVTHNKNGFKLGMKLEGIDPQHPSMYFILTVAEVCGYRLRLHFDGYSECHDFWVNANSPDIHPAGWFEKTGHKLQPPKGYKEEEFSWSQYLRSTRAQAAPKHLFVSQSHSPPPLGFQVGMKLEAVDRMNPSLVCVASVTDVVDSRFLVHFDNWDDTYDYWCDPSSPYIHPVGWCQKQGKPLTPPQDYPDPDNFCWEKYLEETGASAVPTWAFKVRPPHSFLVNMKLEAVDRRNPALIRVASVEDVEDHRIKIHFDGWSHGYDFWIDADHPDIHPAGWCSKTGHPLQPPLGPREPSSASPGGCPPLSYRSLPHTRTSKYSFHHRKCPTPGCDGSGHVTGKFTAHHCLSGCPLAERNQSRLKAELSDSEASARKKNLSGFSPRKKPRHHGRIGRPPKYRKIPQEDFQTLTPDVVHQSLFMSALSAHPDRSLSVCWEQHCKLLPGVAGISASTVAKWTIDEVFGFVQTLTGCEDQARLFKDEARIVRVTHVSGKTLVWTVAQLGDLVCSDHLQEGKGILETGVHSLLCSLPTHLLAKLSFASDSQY
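Read-out is AlphaScreen signal from streptavidin donor and nickel chelate acceptor beads (10 ug/mL final each) bridging L3MBTL1 (50 nM) and biotinylated K9-monomethylated H3(1-15) peptide (75 nM), after 30 min compound exposure at room temperature.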
CBFb-RUNX1 inh = inhibitors of human CBF-beta and RUNX1 interaction | Potency, µM (series often up to 59.8 µM), without a hit: top-dose activity, negative = inhibition, actives largely listed as inhibitors | AlphaScreen CBFb-His/RUNX1-biotin binding, biochemical | 230,000 tested, under 10 active | Q01196+Q13951; also: % of control where 0% means no effect
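Compounds were screened at multiple concentrations against a preformed CBF-beta(His)/RUNX1(biotin) complex (30 nM of each) for 15 min at room temperature, followed by 90 min with nickel and streptavidin beads and AlphaScreen reading.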
HTT aggregate = mutant huntingtin aggregation inhibition. PC12 HttQ103-GFP aggregates, Acumen cytometry, 40 h. Potency, µM (top dose mostly 46.1 µM), for inactives: top-dose activity change, negative = inhibition, hits mostly inhibitors. 1.1% of 220,000 active. AID 1688; also: potency is read from the fitted curve at half-maximal effect; % is scaled to controls: 0 for no effect and ±100 for the full control effect; nearly all actives have a fitted effect of over 60% in size
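PC12/HTTQ103-GFP, ecdysone-inducible; teb 100 nM; cpd qHTS titration; GFP aggregates read on laser cytometer, Ex 488/Em 500-530 nm.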
Epigenetic derep = epigenetic control regulation, reporter derepression; AID 1865; murine LDR cells, GFP reporter derepression, 30 h; Potency, µM (series often up to 53.9 µM), without a hit: at the top dose GFP activation, most hits filed as activators; 0.2% of 280,000 active; also: potency is read from the fitted curve at half-maximal effect; % of control where 0% means no effect; nearly all actives have a fitted effect of over 60% in size
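Murine LDR cells bearing a silenced CMV-driven GFP reporter were exposed to compound for 30 h at 37 C. After PBS washes, GFP-positive cells (20-120 um objects) counted by laser-scanning microplate cytometry.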
Luc counter = blocks Kinase-Glo luciferase, a counter-screen artifact. Q27757. Kinase-Glo luciferase, ATP luminescence, 8 min. 0.28% of 200,000 active. Potency, µM (highest dose often 38.3 µM), for the others: top-dose activity change, negative = inhibition, usual class: inhibitors; also: potency is read from the fitted curve at half-maximal effect; % is scaled to controls: 0 for no effect and ±100 for the full control effect; nearly all actives have a fitted effect of over 60% in size
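Substrate mix (final 50 mM imidazole pH 7.2, 50 mM KCl, 7 mM MgCl2, 10 uM ATP, 0.01% Tween 20, 0.05% BSA) plus pin-tool compound, then Kinase-Glo detection mix; 8 min ambient, luminescence read.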
IMPase Li inh = IMPase inhibition in cells with lithium potentiation; CHO-M1 cells, IP1 TR-FRET (IP-One), carbachol + lithium; Potency, µM (highest dose often 59.4 µM), inactives show at the highest dose activity, negative = IMPase inhibition, actives largely listed as inhibitors; 0.35% of 210,000 active;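 also: IP1 builds up when IMPase is blocked and the TR-FRET signal falls; potency is read from the fitted curve at half-maximal effect; plate controls were basal vehicle for no effect and high inhibitor control for full effect; nearly all actives have a fitted effect of over 50% in size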
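CHO-M1, 2000 cells/well, 16–30 h culture; cpd + low Li+, 30 min 37C; lysis with d2-IP1/Eu-anti-IP1 Ab, 10 min RT; TR-FRET 665/620 ratio and 620 channel; AC50 via Hill.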
An asterisk follows results filed as active; ? = inconclusive; · = not tested or not shown; [ ] = remark or other dose. Calls follow the shape of the dose curve; as a rule, active = well fitted curve in the direction sought with a large enough effect; inconclusive = small, poorly fitted or top-dose-only effect, or another doubt; inactive = no such curve, though single readings can be large; an effect the other way counts as inactive or inconclusive.

SMILES	NPSR antagonist	L3MBTL1 inh	CBFb-RUNX1 inh	HTT aggregate	Epigenetic derep	Luc counter	IMPase Li inh
O=C(Nc1ccc2c(c1)C(=O)N(CC1CCCO1)C2=O)c1cccc(Br)c1 (stereo unspecified)	-14%[46.1 µM]	·	-2%	4%	1.7%	-2%	42%[activator][38.3 µM]
CC(C)CCNC(=O)CN(C(=O)Cn1nnc(-c2ccc(F)cc2)n1)C1CCCC1	11%[46.1 µM]	3%	4%	-4%	1.3%	-1%	19%[38.3 µM]
Cc1ccccc1CS(=O)(=O)Cc1ccc(C(=O)NCCCN2CCCC2=O)o1	-12%[46.1 µM]	0%	4%	9%	0.0%	-2%	5%[38.3 µM]
COc1ccc(CCn2c(NCCCN3CCOCC3)nc3c2c(=O)[nH]c(=O)n3C)cc1	-8%[46.1 µM]	3%	12%	-5%	0.0%	-3%	49%[activator][38.3 µM]
Cc1nc(NCC2CC2)c2nnn(Cc3ccccc3)c2n1	6%	7%	8%	-12%[9.22 µM]	0.1%	-3%	5%
Cc1nn(-c2ccc(C(=O)O)cc2)c(C)c1Cl	6%	-7%	5%	-12%[9.22 µM]	1.1%	2%	4%
COC(=O)[C@@]1(Cc2ccc(OC)cc2)[C@H]2c3cc(C(=O)N(C)C)n(CCc4ccccn4)c3C[C@H]2CN1C(=O)c1ccccc1	·	·	12%	·	-1.7%	-4%	0%
Cc1ccc(CNC(=O)c2ccc3c(=O)n4c(-c5ccc(C)cc5)csc4nc3c2)cc1	?	·	6%	0%[9.22 µM]	-1.5%	·	·
CC1CCN(S(=O)(=O)c2cc([N+](=O)[O-])ccc2Cl)CC1	-16%	·	-23%	2%	2.3%	-5%	25%
COc1ccc(N(CC(=O)NCc2ccccc2OC)S(=O)(=O)c2c(C)nn(C)c2C)cc1	3%[46.1 µM]	2%	2%	3%	1.7%	3%	34%[activator][38.3 µM]
COc1ccc2c(c1)C(=O)[C@H](OC(=O)Nc1ccc(C)c(Br)c1)[C@@H](c1ccc(OC)c(Br)c1)O2	·	·	-12%	·	-1.1%	-1%	9%
Cc1cccc(NC(=O)Cn2c(=O)oc3ccccc32)c1	-13%[46.1 µM]	2%	-2%	5%	0.0%	-2%	1%[38.3 µM]
FC(F)(F)c1cnc(N2CCN(C(=S)NCc3ccccc3)CC2)c(Cl)c1	50%	6%	24%	6%[9.22 µM]	1.6%	·	·
Cc1cccc(C)c1NC(=S)N/N=C1\CC2CC=CC12 (stereo unspecified)	-7%	·	6%	16%	-5.4%	6%	0%
COCCNc1nc(-c2cc(C)n(CCc3ccc(OC)cc3)c2C)cs1	4%	·	-9%	-18%	2.0%	-18%	9%

Ordered by length of the SMILES (lowest first): part of the list above.
SMILES	NPSR antagonist	L3MBTL1 inh	CBFb-RUNX1 inh	HTT aggregate	Epigenetic derep	Luc counter	IMPase Li inh
Cc1nc(NCC2CC2)c2nnn(Cc3ccccc3)c2n1	6%	7%	8%	-12%[9.22 µM]	0.1%	-3%	5%
FC(F)(F)c1cnc(N2CCN(C(=S)NCc3ccccc3)CC2)c(Cl)c1	50%	6%	24%	6%[9.22 µM]	1.6%	·	·
COc1ccc(CCn2c(NCCCN3CCOCC3)nc3c2c(=O)[nH]c(=O)n3C)cc1	-8%[46.1 µM]	3%	12%	-5%	0.0%	-3%	49%[activator][38.3 µM]
COC(=O)[C@@]1(Cc2ccc(OC)cc2)[C@H]2c3cc(C(=O)N(C)C)n(CCc4ccccn4)c3C[C@H]2CN1C(=O)c1ccccc1	·	·	12%	·	-1.7%	-4%	0%

The listing continues:
SMILES	NPSR antagonist	L3MBTL1 inh	CBFb-RUNX1 inh	HTT aggregate	Epigenetic derep	Luc counter	IMPase Li inh
CCc1ccc(/C=N\n2cnnc2)cc1	-11%	-1%	6%	5%[9.22 µM]	3.4%	·	·
CCCNC(=O)Nc1nc2ccccc2s1	10%	·	7%	4%[9.22 µM]	-1.1%	·	·
O=[N+]([O-])c1ccc(-c2ccc(/C=N/Nc3nc(N4CCCC4)nc(N4CCCC4)n3)o2)cc1	-50%	-7%	19%	5%	12%	0%	6%
CCOC(=O)c1c(C)[nH]c(C)c1C(=O)CN1C(=O)NC(CC(C)C)C1=O (stereo unspecified)	5%[46.1 µM]	-7%	3%	?	0.0%	7%	1%
NC(N)=N/N=C/c1ccc(Br)cc1	-14%	22%	3%	-21%	2.6%	-3%	0%
Cc1ccc(-c2cc(=O)c3ccc(F)cc3[nH]2)cc1	10%	10%	10%	-9%[9.22 µM]	3.0%	·	-15%
CNc1nccc(-c2ccc(F)cc2)c1C#N	2%	29%	?	7%	0.5%	6%	-29%
O=C(O)Cc1ccc(-n2cccc2)cc1	-4%	·	4%	18%	-0.2%	·	-4%
Cc1ccc(C)c(N(CC(=O)NCc2ccc3c(c2)OCO3)C(=O)CCC(=O)Nc2ccccn2)c1	10%[7.67 µM]	3%	3%	-17%	-1.2%	0%	4%[38.3 µM]
Cc1cc(C)c(-c2csc(NC(=O)c3n[nH]c(=O)c4ccccc34)n2)c(C)c1	-13%	-15%	5%	-18%	1.0%	4%	9%
O=[N+]([O-])c1ccc(C2=Nc3cc(Cl)ccc3OC2)cc1	-20%	0%[11.4 µM]	-16%	-5%	2.3%	2%	14%
S=c1[nH]c2cc(-c3ccccc3)ccc2o1	-26%	·	17%	-12%[9.22 µM]	-1.7%	·	·
c1ccc(CN2C3=NCCCN3c3ccccc32)cc1	-1%[46.1 µM]	-1%	8%	9%	-1.0%	-2%	9%
CCCC(C)C(=O)Nc1nc(C)c(-c2csc(Nc3ccc(Cl)cc3)n2)s1 (stereo unspecified)	-12%[46.1 µM]	-3%	-12%	?	-0.8%	-3%	16%[38.3 µM]
CCCN1Cc2cccc(C(=O)NC(CC(=O)OCC)c3ccc(C)cc3)c2C1=O (stereo unspecified)	-35%	·	3%	23%	-0.4%	·	7%
CC(C)n1c(SCC(N)=O)nc2c1c(=O)[nH]c(=O)n2C	-2%[46.1 µM]	1%	-9%	-10%	5.9%	-6%	-9%[38.3 µM]
COc1cc(Br)c(C2C(C#N)=C(N)Oc3n[nH]c(-c4cccnc4)c32)cc1OC (stereo unspecified)	4%	-4%	0%	21%	-2.2%	2%	-6%
CC1CCc2nc(NC(=O)CN3CCN(c4ccccc4)CC3)sc2C1 (stereo unspecified)	-15%[46.1 µM]	·	0%	0%	1.0%	-2%	35%[activator][38.3 µM]
COc1cc2c(cc1NC(=O)c1cc(-c3ccncc3)nc3ccccc13)oc1ccccc12	-7%	-4%	0%	23%	2.1%	0%	-3%
O=C(CN1CCC(C(=O)O)CC1)Nc1ccccc1Oc1ccccc1	-3%	13%	-1%	14%[9.22 µM]	1.0%	·	·
Cc1ccc(Nc2nnc(SCC(=O)NC3CCCc4ccccc43)s2)cc1 (stereo unspecified)	-3%	-3%	0%	-11%	1.0%	2%	19%
C=CCn1cccc(C(=O)Nc2ccc(OC)cc2)c1=O	-7%	·	-3%	10%	1.9%	-14%	-8%
Cc1ccc(OCc2ccc(C(=O)Nc3nc4ccccc4n3Cc3ccccc3)o2)c([N+](=O)[O-])c1	-17%[46.1 µM]	·	-1%	?	-0.4%	-3%	37%[38.3 µM]
COC(=O)C1=C(C)N(c2ccc(Br)cc2)C(=O)/C1=C\c1ccco1	-22%	-17%	18%	6%	-0.9%	0%	10%
Cn1c(SCC(=O)N2CCN(c3ccccc3)CC2)nnc1-c1ccncc1	-3%[46.1 µM]	11%	7%	-17%	-1.9%	0%	-5%
CCOC(=O)c1c(NC(=O)CSc2nnc(C)c(=O)[nH]2)sc(C)c1C	12%	-16%	-6%	6%	-6.5%	1%	-16%
Cc1c(Cl)ccc2c(C(=O)NC(C)c3ccncc3)cc(-c3ccncc3)nc12 (stereo unspecified)	-44%	-17%	-2%	4%	0.9%	-2%	22%
Cc1ccccc1OCC(=O)OCC(=O)NCc1cccs1	12%	0%	-3%	-21%	3.2%	11%	-6%
COc1ccc(NC(=O)c2ccc3nc(-c4ccccc4)c(-c4ccccc4)nc3c2)c(OC)c1	-7%	-8%	-3%	16%	-1.0%	3%	3%
CC(=O)N(C)c1ccc(NC(=O)c2ccco2)cc1	9%[46.1 µM]	4%	3%	28%	-0.7%	-15%	10%[38.3 µM]
Cc1ccc(NC(=O)CN(C)CC(=O)Nc2ccccc2C(=O)Nc2ccccc2)cc1	-40%	-8%	9%	-5%	-0.2%	1%	15%
CCOc1cc2c3c(c1)C(C)CC(C)(C)N3C(=O)C2=O (stereo unspecified)	?	-2%	3%	4%	-1.1%	-4%	12%[38.3 µM]
CCCOC(=O)c1ccc(NC(=O)c2ccoc2C)cc1	-16%[46.1 µM]	-14%	10%	-8%	5.8%	?	21%
N#C/C(=C\c1ccc(OC(F)F)cc1)C(=O)N1CCCCC1	-1%	·	6%	9%[9.22 µM]	-2.2%	·	·
Cc1ccc(CN2C(=O)N/C(=C/c3ccc(-c4ccc(C(=O)O)cc4)o3)C2=O)cc1	-21%	·	-6%	-13%[9.22 µM]	-0.5%	·	·
CC1CN(C2CCCCC2)c2nc3c(c(=O)n(C)c(=O)n3C)n2C1 (stereo unspecified)	-11%[46.1 µM]	-10%	2%	-16%	-0.2%	-5%	-4%[38.3 µM]
CCN(CC)C(=O)c1sc(NC(=O)Cc2ccc(OC)cc2)c(C#N)c1C	4%[46.1 µM]	·	-4%	15%	0.0%	2%	20%[38.3 µM]
C=CCOC(=O)C1=C[C@H](c2cn(C(C)=O)c3ccccc23)C[C@H](OCCCCO)O1	17%	1%	-10%	4%[9.22 µM]	0.1%	·	3%
CCOc1cc(-c2noc(-c3ccncc3)n2)cc(Br)c1OC	5%[7.67 µM]	-3%	8%	-2%	0.0%	-5%	14%[38.3 µM]
CC(=O)OCC(=O)Nc1ccc(Br)c(C)c1	6%	1%	2%	7%	-0.2%	-1%	1%
S=c1[nH]nc(-c2ccncc2)n1/N=C/c1cccc(Cl)c1	-31%	·	11%	-16%[9.22 µM]	-4.3%	·	·
COc1cccc(-c2cc(C(=O)NC3CCCC3)no2)c1	-22%[46.1 µM]	·	5%	2%	0.9%	3%	22%[38.3 µM]
C=CCN(C)CC/C=C1\c2ccccc2CSc2ccccc21	1%[46.1 µM]	-14%	-3%	-12%	-2.0%	-2%	17%
O=C(N/N=C/c1ccccn1)c1ccc2nc[nH]c2c1	-2%	-1%	-29%	-2%[9.22 µM]	-1.8%	·	·
COC(=O)c1cc(Sc2cccc(Cl)c2Cl)ccn1	-5%	7%	5%	-6%	7.5%	1%	2%
Cc1occc1C(=O)NCc1ccc(C(=O)O)o1	-12%[46.1 µM]	·	0%	3%	0.9%	-4%	23%[38.3 µM]
COc1ccc(CCN(Cc2cc3cccc(C)c3[nH]c2=O)C(=O)NC2CCCCC2)cc1OC	?	·	1%	-1%	0.7%	-3%	46%[activator][38.3 µM]

These rows are one share of the data; count on the stated rates, not on these rows.
